# EBV gp42 block: EBV gp42 inhibition | Q1HVG2 | Fluorescence polarization binding assay, mP read-out | inhibition, % (tested at 21.74 µM) | 0.42% of 220,000 active | AID 1085; in the data active = inhibition above about 50%
# Target sequence (Q1HVG2 whole entry, looked up): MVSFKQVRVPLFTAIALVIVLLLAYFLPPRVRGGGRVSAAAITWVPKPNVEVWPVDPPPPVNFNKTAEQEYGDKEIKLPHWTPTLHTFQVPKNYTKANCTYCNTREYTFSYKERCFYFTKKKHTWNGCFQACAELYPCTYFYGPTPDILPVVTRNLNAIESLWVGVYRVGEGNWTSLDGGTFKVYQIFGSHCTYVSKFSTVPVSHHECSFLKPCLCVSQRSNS
# Furin inh: blocks human furin protease activity; P09958; purified furin, fluorogenic substrate cleavage; inhibition, % at 30 µM; 0.061% of 220,000 active; AID 463115; in the data active = inhibition above about 25%; note: inactives centre near -15
# p97 ATPase inh: human p97 ATPase inhibition; P55072; inhibition, % at 8 µM; recombinant p97 ATPase, Kinase-Glo ATP luminescence, 3 h; 0.42% of 220,000 active; in the data active = inhibition above about 15%;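 note: 0% = DMSO vehicle and 100% = wells lacking enzyme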
# Calpain2 inh: calpain II (pig) inhibition. purified calpain II, fluorogenic peptide substrate, 30 min. 0.37% of 220,000 active. inhibition, % at 16 µM;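 active = inhibition above about 50%, limit read from the data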
# Runt-SMMHC FRET: Runt domain-CBFb-SMMHC interaction inhibition; Cerulean-Runt/Venus-CBFb-SMMHC FRET ratio 530/480, 1 h; inhibition, % at 20 µM; 0.74% of 220,000 active;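 active = mean inhibition across duplicate retests at 20 µM reaching about 50%, limit read from the data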;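 note: 0% = DMSO wells and 100% = wells with excess untagged CBFb-SMMHC; inhibitors lower the FRET ratio by blocking Runt binding to CBFb-SMMHC; some results filed as inactive read as strong as hits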
# Runt-CBFb FRET: blocks binding of human RUNX1 Runt domain to CBFb; Cerulean-Runt/Venus-CBFb FRET ratio 530/480, 1 h; inhibition, % at 20 µM; 0.46% of 220,000 active;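 active = inhibition over about 50% at 20 µM in the single-dose screen, limit read from the data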;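 note: 0% = DMSO wells and 100% = excess unlabeled CBFb competitor control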
#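 Assay system: Cerulean-Runt domain / Medium: Tris 50 mM pH 7.5, KCl, K2SO4, 0.01% BSA / Timing: protein complex preformed 1 h, compound exposure 1 h, room temperature, dark / Measured by: FRET, excitation 422 nm, emission at 530 and 480 nm / Evaluation: loss of energy transfer signal / Control set: 5 µM unlabeled CBFb as full-inhibition high control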
# RBBP9 inh: blocks human serine hydrolase RBBP9; O75884; recombinant RBBP9, FP-Rh probe fluorescence polarization; inhibition, % at 7.94 µM; 0.2% of 220,000 active; AID 1515;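 active = inhibition above the campaign mean of all tested compounds plus 3 SD, cut at about 14% in these data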;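 note: plate controls were DMSO wells with RBBP9 for no effect and wells lacking RBBP9 protein for full effect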
# Target sequence (O75884 whole entry, looked up): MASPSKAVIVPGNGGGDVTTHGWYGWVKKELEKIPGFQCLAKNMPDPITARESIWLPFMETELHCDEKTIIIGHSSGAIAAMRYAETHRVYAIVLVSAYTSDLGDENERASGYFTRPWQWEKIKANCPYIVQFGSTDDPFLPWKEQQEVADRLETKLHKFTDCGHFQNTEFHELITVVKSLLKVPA
#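 System: RBBP9 protein / Quantity: 2.5 µM RBBP9 dispensing solution, before mixing / Also added: Serine-hydrolase probe FP-Rh, 375 nM pre-mixing / Dosing: 7.94 µM single dose, 0.794% DMSO / Timing: enzyme-compound preincubation 30 min, then probe labeling 45 min, 25 °C / Signal: FP readout at 525/598 nm / Controls: DMSO-treated enzyme wells and wells lacking RBBP9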
# NCF1 inh: blocks human p47phox regulatory protein of NADPH oxidases; P14598; p47phox/p22phox peptide binding, fluorescence polarization, 2 h; inhibition, % at 24.7 µM; 0.53% of 220,000 active; AID 1274;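 active = inhibition above about 30%, limit read from the data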;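 note: 0% = p47phox with labelled peptide and 100% = labelled peptide alone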
# Target sequence (P14598 whole entry, looked up): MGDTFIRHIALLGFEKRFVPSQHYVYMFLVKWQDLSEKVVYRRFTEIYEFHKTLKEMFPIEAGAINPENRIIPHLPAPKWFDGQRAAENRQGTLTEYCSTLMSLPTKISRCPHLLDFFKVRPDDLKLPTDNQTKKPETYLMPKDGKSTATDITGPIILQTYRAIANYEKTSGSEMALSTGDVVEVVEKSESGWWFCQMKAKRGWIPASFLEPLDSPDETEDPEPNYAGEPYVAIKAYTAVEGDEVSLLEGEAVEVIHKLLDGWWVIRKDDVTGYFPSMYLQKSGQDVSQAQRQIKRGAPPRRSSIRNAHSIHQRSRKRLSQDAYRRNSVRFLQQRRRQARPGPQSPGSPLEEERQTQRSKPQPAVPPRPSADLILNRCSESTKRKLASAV
# TbHK1 inh: blocks Trypanosoma brucei hexokinase 1 activity. 0.11% of 220,000 active. AID 1430. recombinant TbHK1, G6PDH-coupled NADH A340. inhibition, % at 10 µM;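 active = inhibition of 50% or more in the single-dose primary screen; inactive = inhibition below 50%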
# Active calls of the source: *; . = not tested or not shown; [ ] = remark or other dose.
SMILES,EBV gp42 block,Furin inh,p97 ATPase inh,Calpain2 inh,Runt-SMMHC FRET,Runt-CBFb FRET,RBBP9 inh,NCF1 inh,TbHK1 inh
CSc1ccccc1C(=O)NCCOc1cccc(C)c1,1.6,-34.3,-1.8,-25.1,0.9,-1.1,-2.2,-6.5,-2.6
COc1nc(N/N=C/c2ccc(-c3cccc([N+](=O)[O-])c3)o2)nc(N2CCOCC2)n1,91.5*,-13.2,-4.6,16.1,-1.1,-0.9,-4.0,76.1*,-3.1
CCCS(=O)(=O)c1c(S(=O)(=O)CCC)c2ccc(C(N)=O)cn2c1C(=O)OC,-0.1,-12.6,-4.9,-27.0,1.2,0.1,-12.5,-0.3,-7.8
CC1CCc2c(sc3nc(CN4CCOCC4)nc(Sc4ccccc4)c23)C1 (stereo not given),-14.9,-20.3,3.6,-49.9,1.7,-183.2,-8.3,-3.2,-6.7
COc1ccc(Cl)cc1NC(=S)N(CCN1CCOCC1)C1CCN(C(C)=O)CC1,-19.0,-25.4,8.0,-16.8,0.2,-1.9,-3.4,0.4,-3.3
Nc1ccc(OCC(O)C[n+]2ccc(CCS(=O)(=O)[O-])cc2)cc1 (stereo not given),0.2,3.4,-8.1,7.9,-1.2,0.3,-9.8,3.5,6.2
CCC(=O)n1nc(-c2ccccc2)nc1NCc1ccccc1,-2.5,-14.9[20 µM],-5.9,11.3,-2.3,-1.5,-10.0,-8.2,-3.7
CC1CC(C)C[N+](=C2C=C(N3CCCC3)CC(C)(C)C2)C1 (stereo not given),-13.9,-2.5,7.3,-1.6,3.9,-7.1,-1.9,7.5,-80.1
OCCN(Cc1ccccc1)Cc1ccc(C(F)(F)F)cc1,-5.6,-12.6[20 µM],-1.3,-9.5,3.0,-0.3,-8.3,-13.4,-1.8
COc1ccc([N+](=O)[O-])cc1NC(=O)CSCc1ccccc1,1.6,-4.5,0.3,26.5,-1.2,1.1,-2.2,5.2,-4.3
CCOC(=O)CC1=C(C(=O)OCC)C(c2ccc(C)o2)C(C#N)=C(N)O1 (stereo not given),-5.6,-29.1[20 µM],-2.5,28.6,-0.6,1.9,-1.4,-2.1,-38.4
COc1cc(/C=C2/N=C(c3ccccc3F)OC2=O)cc(Cl)c1OS(C)(=O)=O,-5.0,-14.2,-3.9,8.0,-3.6,0.5,1.5,2.2,4.9
O=C(c1ccco1)N1CCN(Cc2ccccc2C(F)(F)F)CC1,.,-22.9[20 µM],0.3,.,.,.,-7.6,.,0.8
CCNc1ncnc2c1cnn2C,-21.4,-26.6,4.4,2.5,-2.1,-1.0,-8.8,-1.4,-1.7
Cc1cccc(-c2cc(C(=O)NCCCn3ccnc3)c3ccccc3n2)c1,-5.3,-10.8[20 µM],-1.3,-50.9,1.3,-2.5,1.7,-9.0,-14.4
CC(Nc1ccc(Cl)c(Cl)c1)C(=O)NN (stereo not given),-14.8,-14.1,5.4,-18.9,-4.2,4.0,-1.2,7.8,-6.7
COC(=O)N/N=C/c1ccc([N+](=O)[O-])o1,-2.2,-0.9[20 µM],-3.5,-6.6,65.5,23.0,-8.0,-0.4,-21.9
O=C(CN(Cc1ccccc1)C(=O)CCC(=O)Nc1ccccn1)NCc1ccco1,-24.2,-0.9,1.7,4.5,0.6,2.1,6.2,3.3,2.1
CCOc1ccc(-c2ccc(/C=C3/C(=N)N4C(C)=CSC4=NC3=O)o2)c([N+](=O)[O-])c1,2.1,-19.3,-0.8,-86.1,-10.3,9.7,-0.7,22.1,-16.1
COc1ccccc1CNC(=O)CSc1nnc2c(Cl)cc(C(F)(F)F)cn12,-1.9,-14.2,-1.5,-28.4,-5.3,0.1,-6.2,-16.3,-7.9

# Retrieved by compound from above, 4 records:
SMILES,EBV gp42 block,Furin inh,p97 ATPase inh,Calpain2 inh,Runt-SMMHC FRET,Runt-CBFb FRET,RBBP9 inh,NCF1 inh,TbHK1 inh
COc1ccc(Cl)cc1NC(=S)N(CCN1CCOCC1)C1CCN(C(C)=O)CC1,-19.0,-25.4,8.0,-16.8,0.2,-1.9,-3.4,0.4,-3.3
COc1ccccc1CNC(=O)CSc1nnc2c(Cl)cc(C(F)(F)F)cn12,-1.9,-14.2,-1.5,-28.4,-5.3,0.1,-6.2,-16.3,-7.9
CCOC(=O)CC1=C(C(=O)OCC)C(c2ccc(C)o2)C(C#N)=C(N)O1 (stereo not given),-5.6,-29.1[20 µM],-2.5,28.6,-0.6,1.9,-1.4,-2.1,-38.4
CC1CC(C)C[N+](=C2C=C(N3CCCC3)CC(C)(C)C2)C1 (stereo not given),-13.9,-2.5,7.3,-1.6,3.9,-7.1,-1.9,7.5,-80.1

# Additional compounds follow.
SMILES,EBV gp42 block,Furin inh,p97 ATPase inh,Calpain2 inh,Runt-SMMHC FRET,Runt-CBFb FRET,RBBP9 inh,NCF1 inh,TbHK1 inh
CCOC(=O)COc1cccc2c(=O)n(CC(=O)N3CCc4ccccc43)ccc12,-22.8,-25.4,-2.3,14.9,0.8,-0.2,-8.6,-9.6,0.2
O=C(Oc1cccc(C(=S)N2CCOCC2)c1)c1cc([N+](=O)[O-])cc([N+](=O)[O-])c1,4.3,-16.3,-1.4,-21.8,1.2,0.1,-10.3,7.3,-1.6
Cc1cccc(C)c1NC(=O)C(c1cccs1)N(Cc1ccco1)C(=O)Cn1nnc2ccccc21 (stereo not given),-2.1,-6.5,4.4,-9.7,0.0,-0.2,2.6,-11.0,-2.6
CCn1cc(CNC(=O)c2cccc([N+](=O)[O-])c2)c(C)n1,-15.4,-17.7,-0.3,-8.9,-1.5,-6.6,12.6,9.1,2.6
O=C(CN1CCN(c2ccc(F)cc2)CC1)c1ccc2c(c1)OCO2,-14.8,-6.6,-4.3,14.0,-4.3,0.0,-10.3,-11.9,-4.7
Cc1ccc(S(=O)(=O)c2nc(C)oc2NCc2ccccc2)cc1,-12.6,-13.3[20 µM],-6.3,-10.2,7.0,-0.6,-3.4,-10.1,1.5
N#Cc1cc2c(nc1SCC(=O)Nc1sc3c(c1C#N)CCC3)CCCCCC2,3.7,-25.9[20 µM],4.0,2.3,2.9,1.9,-4.5,-9.7,9.7
Cc1nnc(SCC(=O)NC(=O)NC(C)(C)C)n1N,-18.1,-8.0,-3.4,-6.5,-3.6,-1.8,-1.1,-5.5,1.6
CC(C)C(=O)N(c1ccc2oc(=O)sc2c1)S(=O)(=O)c1cccs1,8.3,-16.7,1.8,17.9,36.6,57.9*,-11.5,-4.8,-1.3
O=C(c1ccc2ncsc2c1)N1CCN(c2ccc(O)cc2)CC1,-19.4,-11.8[20 µM],5.6,7.9,4.9,39.3,-4.2,11.0,-4.0
COc1ccc(CN2C(=O)Cc3c2nc(N)c2c(N)nc(N4CCOCC4)c(C#N)c32)cc1,9.8,-27.6,12.8,-268.3,-2.6,8.1,2.0,-49.5,-25.4
CC(C)(C)P(=O)(CO)c1ccccc1 (stereo not given),2.8,-13.3,2.7,11.5,3.8,-1.2,-9.8,2.0,-1.5
CCN(CC)CCCNC(=O)CSc1nc(-c2ccc(F)cc2)cc(C(F)(F)F)n1,-18.7,-27.9,2.4,-36.5,.,.,-8.6,0.0,-1.3
Nc1nc(-c2ccco2)c(-c2ccco2)s1,-12.8,-7.2,20.5*,-58.6,-13.7,27.0,17.2*,-23.1,-21.3
CCOc1ccccc1C(=O)N1CCN=C1SCc1cccnc1,7.5,-32.9,3.2,18.9,1.3,-1.9,-10.8,-0.5,-0.2
COc1cc2c(cc1NC(=O)CSc1cccc[n+]1[O-])oc1ccccc12,-4.3,-21.8,9.0,-10.7,-3.9,-6.4,-3.5,-15.0,-11.3
CC(C)(C)c1ccc(C(=O)Nc2ccc(O)c3c(=O)cc(-c4cccc(Cl)c4)oc23)cc1,-15.8,-25.4,.,-14.8,-6.7,1.8,.,-57.5,-8.9
COc1ccccc1C1/C(=C(/O)c2ccccc2)C(=O)C(=O)N1CCO (stereo not given),-0.1,-8.2,11.2,-9.7,-1.1,-2.4,-1.0,1.8,4.9
CCc1nc2ccccc2n1CC(=O)N1CCN(S(=O)(=O)c2cccc(C(F)(F)F)c2)CC1,-9.4,-16.0,4.3,-27.2,-6.3,-0.7,-0.9,-6.9,2.9
CC(=O)c1cc2c(cc1NC(=O)CN1CCN(c3cccc(C(F)(F)F)c3)CC1)OCO2,-12.1,1.4[20 µM],-5.5,-74.6,4.0,-9.7,2.0,-10.8,2.6
CCCn1c(-c2ccc(OC)cc2)nc2c(=O)n(C)c(=O)[nH]c21,-4.7,-13.7[20 µM],-2.3,-217.2,-0.9,0.4,-9.2,-15.1,16.0
S=c1nc[nH]c2c1cnn2-c1ccccc1,-8.7,-22.5,2.4,8.8,4.3,23.3,2.8,3.8,-21.7
CCOc1ccc2nc(NCCNC(=O)C(C)(C)C)c(C)cc2c1,-16.5,-54.5,5.1,-205.7,0.3,1.4,-3.3,-0.3,-1.3
Cc1ccc(NS(=O)(=O)c2cc(NC(=O)c3ccc4c(c3)NC(=O)CS4)ccc2Cl)c(C)c1,-23.3,-11.6,6.1,-103.4,9.7,34.9,-126.1,-34.4,0.9
C=C1CCN([C@H](C(=O)NCc2ccco2)C(C)C)S(=O)(=O)c2ccccc21,-19.4,-29.3,.,-8.1,-2.5,-0.4,.,-8.4,-1.7
Cc1cccc(NC(=O)c2ccccc2Br)n1,-31.6,-12.6,.,-18.8,2.6,-0.2,.,-16.7,-2.8
COC(=O)CSc1nnc(-c2ccccc2O)n1-c1ccc(C)cc1,-16.7,-18.7,0.7,-14.3,5.7,0.8,1.0,-13.4,-2.0
COC(=O)CSc1cc(C(F)(F)F)nc(-c2ccccn2)n1,-7.0,9.2[20 µM],-3.0,14.5,-2.4,0.9,-3.1,-4.0,6.5
COc1ccccc1CCc1nnc(CCC(=O)NC(C)Cn2nc(C)cc2C)o1 (stereo not given),-15.7,-12.3,6.1,3.0,.,.,-4.8,-12.3,6.0
COc1ccc(/C=C2\SC(=S)N(CCC(=O)NC3=NCCS3)C2=O)cc1OC,-85.4,-1.4,6.0,2.1,-56.9,-96.1,-5.8,-76.2,-2.7
O=C(/C=C/c1ccco1)Oc1ccc(C(=S)N2CCOCC2)cc1,-2.8,-16.9,3.7,6.2,3.8,18.3,3.6,-10.7,-14.1
CSc1nc(Cc2ccccc2)cc(=O)[nH]1,-2.6,-15.6,0.9,7.1,-3.6,-0.3,1.6,-7.3,-3.2
CC(=O)Nn1c(C)nnc1-n1nc(C)cc1C,-5.4,-18.7,3.0,-44.6,-0.6,0.1,-2.1,-11.5,4.2
COC(=O)CC(c1ccc(F)cc1)n1c(C)ccc1C (stereo not given),2.5,-13.7,-2.2,9.6,0.8,1.2,-13.0,-12.3,4.0
O=C(CSc1nc2ccccc2n1-c1ccccc1)Nc1ncc(Cl)cc1Cl,4.8,-6.7,-6.0,-15.1,1.9,-0.9,-10.3,-13.8,-2.8
O=C(COC(=O)[C@@H]1CCCN1C(=O)c1cccs1)NCCc1ccccc1,-0.9,-18.7[20 µM],0.7,21.0,-4.0,0.8,-4.5,-1.7,-5.4
CSC1=NC(=O)/C(=C\c2cccc3ccccc23)S1,-9.7,-24.4,15.2*,-42.6,-8.0,-2.1,-2.4,4.1,2.9
O=C(O)c1ccccc1N/N=C/c1cc(Br)cc(Br)c1O,22.2,-7.1,7.5,23.9,47.2,14.5,-5.7,-33.9,-18.7
Cc1ccccc1NC(=O)OCc1cccnc1Sc1ccc(Cl)cc1,3.5,-14.1,1.8,-8.2,-5.2,-2.9,4.2,-11.9,2.5

# High-throughput results: PubChem, several laboratories
